Compound activity from PubChem BioAssay.
FLuc inh: Photinus pyralis luciferase inhibition; Potency, µM (series often up to 115 µM), inactives show top-dose activity change, negative = inhibition, actives largely listed as inhibitors; purified P. pyralis luciferase, luminescence, biochemical; 2.5% of 76,000 active; P08659; note: potency is the fitted concentration of half-maximal effect; nearly all actives have a fitted effect of over 65% in size
Target sequence (P08659 whole entry, looked up): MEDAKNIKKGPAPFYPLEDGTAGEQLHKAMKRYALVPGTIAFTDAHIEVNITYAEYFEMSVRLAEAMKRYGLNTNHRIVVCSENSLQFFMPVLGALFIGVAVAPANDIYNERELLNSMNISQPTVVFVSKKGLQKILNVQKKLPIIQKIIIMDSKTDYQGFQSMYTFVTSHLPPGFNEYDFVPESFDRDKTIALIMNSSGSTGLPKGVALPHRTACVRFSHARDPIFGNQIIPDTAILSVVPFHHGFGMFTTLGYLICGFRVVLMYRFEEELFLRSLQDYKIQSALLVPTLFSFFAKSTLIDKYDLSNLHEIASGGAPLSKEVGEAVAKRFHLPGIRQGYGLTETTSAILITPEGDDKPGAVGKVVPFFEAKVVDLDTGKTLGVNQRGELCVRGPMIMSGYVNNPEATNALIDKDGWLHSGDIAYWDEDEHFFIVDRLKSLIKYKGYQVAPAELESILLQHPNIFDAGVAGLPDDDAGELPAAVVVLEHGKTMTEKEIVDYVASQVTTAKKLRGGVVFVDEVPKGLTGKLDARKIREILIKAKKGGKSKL
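Biochemical qHTS: compound (6-point titration) added to 10uM D-luciferin plus 10uM ATP in Tris acetate pH 7.5 buffer with Mg, Tween-20 and BSA, then purified enzyme at 10nM; light output imaged.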
HEK293 viab: cell viability loss counter-screen; HEK-293-SNCA-luc viability, GF-AFC fluorescence, 24 h; Potency, µM (series often up to 57.1 µM), for the others: top-dose activity change, negative = cytotoxicity, actives largely listed as cytotoxic; 0.12% of 150,000 active;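 note: potency is the fitted concentration of half-maximal effect; 0% = DMSO-treated cells and -100% = medium-only wells without cells; nearly all actives have a fitted effect of over 30% in size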
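Cytotoxicity counterscreen: after 24 h compound treatment of genome-edited SNCA-luciferase HEK-293 cells, live-cell protease substrate GF-AFC read by fluorescence after 30 min; activity scaled between DMSO (0%) and medium-only (-100%), curves Hill-fitted.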
HEK293 tox: HEK 293 cell cytotoxicity; HEK 293 viability, ATP luminescence (CellTiter-Glo), 48-72 h; Potency, µM (series often up to 115 µM), inactives show at the top dose activity change, negative = cytotoxicity, hits mostly inhibitors; 6.6% of 94,000 active; AID 1345083; note: potency is the fitted concentration of half-maximal effect; nearly all actives have a fitted effect of over 60% in size
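Luminescence from cellular ATP, measured with CellTiter-Glo, indicates HEK 293 viability. Cells plated at 250 cells/well are treated with compound for 48 or 72 hr at 37 degree Celsius before reagent addition.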
GPT2 inh: inhibitors of human GPT2 alanine aminotransferase; Recombinant GPT2, coupled pyruvate oxidase/HRP Amplex Red fluorescence; 0.25% of 100,000 active; Potency, µM (doses to about 57.7 µM), for the others: at the top dose activity change, negative = inhibition, usual class: inhibitors; Q8TD30; note: potency is the fitted concentration of half-maximal effect; nearly all actives have a fitted effect of over 60% in size; many of its hits are not listed in these tables
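Recombinant GPT2 (10ng/uL) with 250uM a-KG and 2mM L-alanine, 30 min at room temperature, in HEPES pH 7.5 buffer. Pyruvate detected by pyruvate oxidase/HRP/Amplex Red fluorescence after 30 min in the dark; AOA (50uM) as positive control.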
SNCA expr inh: SNCA gene expression inhibition; HEK-293 SNCA-luciferase knock-in, luminescence, 24 h; Potency, µM (highest dose often 57.2 µM), for inactives: at the highest dose activity change, negative = inhibition, hits mostly inhibitors; 0.17% of 140,000 active; AID 1671194;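 note: potency is the fitted concentration of half-maximal effect; plate controls were DMSO cells for no effect and cell-free wells for full effect; nearly all actives have a fitted effect of over 45% in size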
3T3 cytotox: cytotoxic compounds in NIH 3T3 cells; NIH 3T3 viability, CellTiter-Glo ATP luminescence, 48-72 h; Potency, µM (series often up to 96.7 µM), for inactives: at the highest dose activity change, negative = cytotoxicity, usual class: inhibitors; 4.3% of 94,000 active; note: potency is the fitted concentration of half-maximal effect; nearly all actives have a fitted effect of over 55% in size
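Viability of NIH 3T3 cells after 48 or 72 hr compound treatment at 37 °C was assessed by CellTiter-Glo, with luminescence imaged following a 10 min room-temperature step.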
IP6K1 inhibitor: inhibitors of human IP6K1 | Q92551 | IP6K1 kinase, ADP-Glo luminescence, 2 h; active compounds read low | activity change, % (series mostly up to about 58 µM) | 0.81% of 140,000 active; in the data active = activity change below about -25%
Target sequence (Q92551 whole entry, looked up): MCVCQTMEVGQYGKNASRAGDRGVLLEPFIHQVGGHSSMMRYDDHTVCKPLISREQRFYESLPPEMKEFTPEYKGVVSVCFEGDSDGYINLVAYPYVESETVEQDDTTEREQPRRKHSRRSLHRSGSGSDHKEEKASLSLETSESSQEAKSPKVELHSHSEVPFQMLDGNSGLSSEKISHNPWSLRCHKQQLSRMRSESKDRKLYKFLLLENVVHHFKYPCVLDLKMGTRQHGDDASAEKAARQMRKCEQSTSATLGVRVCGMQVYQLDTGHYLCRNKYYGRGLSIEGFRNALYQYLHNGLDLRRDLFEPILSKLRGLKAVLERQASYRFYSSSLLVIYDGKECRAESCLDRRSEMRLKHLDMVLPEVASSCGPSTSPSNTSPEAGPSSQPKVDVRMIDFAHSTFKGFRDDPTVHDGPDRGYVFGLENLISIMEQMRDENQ
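ADP-Glo luminescence measures ADP made by human IP6K1 during a 2 h RT reaction with ATP/IP6 (mix at 1.3 mM/130 uM); top library doses 57.5 and 19.1 uM final.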
* = called active by the depositor; i = inactive; ? = inconclusive; · = not tested or not shown; & = joins results of further samples; [ ] = remark or other dose. Unless noted, calls come from the whole dose curve; as a rule, active = well fitted curve in the direction sought with a large enough effect; inconclusive = small, poorly fitted or top-dose-only effect, or another doubt; inactive = no such curve, though single readings can be large; an effect the other way counts as inactive or inconclusive. Unless noted, % is set by controls: 0 for no effect and ±100 for the full control effect.

Second line of a record: FLuc inh, HEK293 viab, HEK293 tox, GPT2 inh, SNCA expr inh, 3T3 cytotox, IP6K1 inhibitor
COc1ccccc1CN1CCC[C@H]1c1nc(-c2ccc(F)cn2)no1
  -11%[172 µM], -23%[87.6 µM], 18µM*, 3%[88.5 µM], 53%[activator][87.6 µM], -21%[174 µM], 26
Cc1cc(C(=O)N2CCC3(CC(=O)NC3=O)C2)c(-c2ccccc2)o1 (centres undefined)
  9%, -3%, -4%, ?, 40%[activator], -24%, -6
CC(C)C(=O)N1CCC(C(NC(=O)c2ccccc2Cl)C(=O)N2CCCCC2)CC1 (centres undefined)
  -10%, -20%, -2%, -21%, -15%, ?, 13
O=C(NCCCc1ccccc1)c1cccc(-c2cc(O)c3ncccc3c2)c1
  ·, -25%, ·, ?, ·, ·, -18
COc1cc2c(cc1OC)C(COc1ccc3c(C)cc(=O)oc3c1)N(C(=O)Cc1ccccc1)CC2 (centres undefined)
  ·, 2%, ·, ·, 22%, ·, 25
COc1cccc2c1OCC(CNC(=O)Cn1nc(C)c(C)cc1=O)C2 (centres undefined)
  -9%, 2%, 0%, i, 7%, -26%, 9
C[C@H](O)c1onc(-c2ccc(Cl)cc2)c1C(=O)NC1CCC1
  9%[172 µM], 4%[87.6 µM], -3%[172 µM], i, 10%[87.6 µM], -5%[138 µM], -13
Cc1nnc2ccc(N3CCN(C(=O)Cc4ccc(C(F)(F)F)cc4)CC3)nn12
  ·, ·, ?, ·, ·, -38%, 3
CC(=O)c1cccc(NC(=O)c2cc3c(n2C)CCN(Cc2cccc(F)c2)C3)c1
  ?, 4%, ?, 4%, 89%[activator], -28%, -11
CCOc1ccccc1C(=O)NCc1nnc2ccc(-c3ccc(C)cc3)nn12
  -7%, -20%, ?, i, 9%, ?, -15
O=C(Oc1ccccc1)N1CCC(Oc2cnc3c(ccn3-c3cncnc3)c2)CC1
  -6%[172 µM], 0%[87.6 µM], 56µM*, i, 4%[87.6 µM], ?, 5
COC1CCC(C(=O)N2CCC3(CC2)OC(=O)N(Cc2ccccc2)C3(C)c2ccccc2)CC1 (centres undefined)
  11%, 8%, -14%, i, 9%, ?, -8
Cc1nc(C)c(C(=O)N2CC(c3nnc(-c4ccncc4)o3)C3(CCOCC3)C2)s1 (centres undefined)
  -11%, -17%, -15%, i, 25%, -10%, 24
O=C(NC1CC(=O)N(c2cccc(F)c2)C1)c1ccc(Br)o1 (centres undefined)
  ·, -8%, ·, ·, 3%, ·, 11
C[S+](=O)([O-])CCn1ncc2cc(OCc3cccc(-c4cccc(O)c4)c3)ccc21
  4µM*, -29%[87.6 µM], 71µM*, 5%[88.5 µM], 15%[87.6 µM], ?, -10
COc1ccc2c(c1)OCC(CNC(=O)c1ccc(C(C)C)n(C)c1=O)C2 (centres undefined)
  ?, -3%, ?, -4%[11.5 µM], -1%, ?, 3
CC(C)CCN(C)C(C)c1cccs1 (centres undefined)
  -12%[230 µM], 16%[87.6 µM], 3%[230 µM], i, -18%[87.6 µM], -19%[174 µM], 1
CCCNC(=O)N(C1CCOCC1)C1CCN(S(=O)(=O)c2ccc(F)cc2)CC1
  0%, 11%, 15%, -6%, -1%, -2%, 7
Cn1c(=O)c2ccnn2c2ccc(C(=O)NCC3CCN(Cc4ccccc4F)CC3)cc21
  7%, 3%, ?, i, -6%, ?, 6
C[S+](=O)([O-])N1Cc2ccccc2CC2(CCCN(CC3CCNCC3)C2)C1 (centres undefined)
  ·, 5%, -19%, -2%, 3%, -10%, 3

Part of the list above in a different format.
compound	FLuc inh	HEK293 viab	HEK293 tox	GPT2 inh	SNCA expr inh	3T3 cytotox	IP6K1 inhibitor
Cc1nnc2ccc(N3CCN(C(=O)Cc4ccc(C(F)(F)F)cc4)CC3)nn12	·	·	?	·	·	-38%	3
CC(=O)c1cccc(NC(=O)c2cc3c(n2C)CCN(Cc2cccc(F)c2)C3)c1	?	4%	?	4%	89%[activator]	-28%	-11
CCOc1ccccc1C(=O)NCc1nnc2ccc(-c3ccc(C)cc3)nn12	-7%	-20%	?	i	9%	?	-15

Later entries.
Second line of a record: FLuc inh, HEK293 viab, HEK293 tox, GPT2 inh, SNCA expr inh, 3T3 cytotox, IP6K1 inhibitor
O=C(c1ccc(N2CC3CC(C2)[C@H]2CCCC(=O)N2C3)nc1)N1CCN(c2ccc(Cl)cc2)CC1 (some centres undefined)
  -3%, -16%, ?, 4%, 13%, ?, 0
CCNC(=O)N1C[C@@H]2OCC(=O)N(Cc3ccc(OC)cc3)[C@@H]2C1
  -2%[172 µM], 1%[87.6 µM], i, 0%[88.5 µM], -5%[87.6 µM], i, 14
CC(=O)c1ccc(NC(=O)COc2ccccc2-c2nc(-c3ccccc3)no2)cc1
  ·, 7%, ·, ·, -1%, ·, -12
Cc1ccc(-c2nsc(NC(=O)c3oc4cc(C)c(Cl)cc4c3C)n2)cc1
  ·, 10%, ·, ·, 14%, ·, 27
COc1ccc(NC(=O)Cn2c(=O)oc3cc(Cl)ccc32)c(OC)c1
  ·, 8%, ·, ·, 16%, ·, -4
O=C(Nc1noc2ccccc12)c1cccc(Cl)c1Cl
  ·, 7%, ·, ·, ?, ·, -4
COc1cccc(CNC(=O)c2ccc3oc(-c4ccncc4)nc3c2)c1
  ·, -1%, -26%, -15%, -4%, -21%, -8
CCN(CC)C(=O)c1ccc2c(c1)N(Cc1c(F)cccc1Cl)C(=O)c1ccccc1S2
  ·, -12%, ·, ·, -8%, ·, 29
CCc1nc2c(c(-c3ccc(O)cc3)n1)CCN(Cc1ccc(C)cc1)CC2
  -4%, -4%, ?, i, -11%, ?, 2
COCCOC1CCOC2(CCN(C(=O)c3cc(F)ccc3F)CC2)C1 (centres undefined)
  -5%, 1%[12.5 µM], 8%, i, -1%, i, -2
c1ccc(CNc2nc3ccccc3c3nc(-c4ccccc4)nn23)cc1
  ·, -5%, ·, ·, ?, ·, 21
CC1=C(CO)CC(C(C)C2CCC3C4CC=C5CC(OC6OC(COC7OC(CO)C(O)C(O)C7O)C(O)C(O)C6O)CC(O)C5(C)C4CCC23C)OC1=O (centres undefined)
  ·, -23%[23.9 µM], ·, i, ·, ·, -4
Nc1ccn([C@@H]2O[C@H](CO)[C@@H](O)C2O)c(=O)n1 (some centres undefined)
  ·, -14%&-4%, ·, -10%&-1%, -25%&18%, ·, ·
Cc1occc1C(=O)N1C[C@@H](C(=O)O)C[C@H](C(=O)NCc2ccccn2)C1
  0%, -11%, -6%, ?, -1%, -15%, 9
C#CCN(C)Cc1nc(C2(O)CCN(C(=O)c3cccc(F)c3)CC2)cs1
  -3%[172 µM], -1%[87.6 µM], -5%[172 µM], i, -12%[87.6 µM], -10%[174 µM], 23
Cc1ccc(Cn2cc(S(=O)(=O)c3cccc(C)c3)c(=O)c3cc(F)c(N4CCOCC4)cc32)cc1
  ·, 0%, ·, ·, -6%, ·, -16
COc1ccc(C(=O)c2cn(Cc3ccc(F)cc3)c3ccc(C)cc3c2=O)cc1
  ·, ?, ·, ·, ?, ·, -13
O=C(Nc1ccc2oc(-c3cccc4c(Br)cccc34)nc2c1)c1cccc(Cl)c1
  ·, 2%, ·, ·, -27%, ·, 34
O=C(NCc1nnc2n1C(C(=O)N1CCN(c3ncccn3)CC1)CC2)Nc1cccnc1 (centres undefined)
  ·, 0%, i, i, 15%, i, 10
CN1CC(=O)N(C2CCCNCC2)Cc2c(NCCN3CCOCC3)ncnc21 (centres undefined)
  ·, -2%, i, -13%, -25%, i, -18
CC(=O)Nc1ccc2nc(SCc3ccccc3)sc2c1
  ·, 3%, ·, ·, 178%[activator], ·, 2
COCCNC(=O)CSc1nc(-c2ccc(F)cc2)[nH]c1-c1ccc(Cl)cc1
  ·, ?, ·, ·, ?, ·, 23
Cc1nc(SCc2ccc(Cl)cc2)c(C#N)c(C)c1Cl
  ·, 12%, ·, ·, 6%, ·, 25
COc1cccc(C(=O)N2CCC3(CCCCO3)CC2)c1
  -15%, ?, -30%, ?, -5%, -14%, 4
CCOCCCN1C(=O)CN(C2CCCCCC2)C(=O)C1c1ccc(OCC)c(OC)c1 (centres undefined)
  ·, 7%, ·, ·, 28%, ·, -12
O=C1CCN(C(=O)C2CCN(C(=O)Cc3c[nH]c4ccccc34)CC2)CCCCCCN1
  -5%, 10%, 2%, i, 13%, -16%, -2
CN/C(=C\[N+](=O)[O-])NCCSCc1csc(CN(C)C)n1
  ·, -4%[23.9 µM], ·, -9%, 13%[25.6 µM], ·, 13
COc1ccc(OC)c(NC(=O)C2=C(C)C(=O)OC23CCN(C(C)C)CC3)c1
  ·, 8%, ·, ·, 22%, ·, -11
O=C(c1cccc(Br)c1)N1CCN(c2cc(-c3cccs3)[nH]n2)CC1
  -1%, -3%, ?, i, 3%, ?, 32
COc1ccc(C(=O)Nc2ccc3nc4c(c(Nc5ccc(OC)c(OC)c5)c3c2)CCCC4)c(OC)c1
  ·, -28%, ·, ·, -2%, ·, 1
Cc1nn(-c2ccccc2)c(Oc2ccccc2)c1CCC(=O)NCC1CCCO1 (centres undefined)
  3%, -15%, ?, i, -18%, ?, 1
O=S(=O)(c1ccc(-n2cnnn2)cc1)N1CCN(c2cccc(Cl)c2)CC1
  ·, 25%, ·, ·, 8%, ·, 5
CC(C)CNC(=O)N1CCCN(C(=O)C2CC2)C(c2ccccc2)CC(=O)NCC1 (centres undefined)
  -5%, -3%, 0%, 2%, 15%, -19%, 12
COC1C(=O)N(c2cccc(F)c2)C12CCN(C(=O)c1ocnc1C)CC2 (centres undefined)
  8%, 6%, -9%, i, 16%, 5%, 2
Cc1cccc(C(c2sc3nc(-c4ccco4)nn3c2O)N2CCOCC2)c1 (centres undefined)
  ·, -7%, ·, ·, 8%, ·, -12
Cn1cc(-c2nc(N3CCOCC3)cc3c2CN(c2ccccc2)C3=O)cn1
  -7%[172 µM], 8%[87.6 µM], -22%[172 µM], -11%[88.5 µM], 19%[87.6 µM], ?, 16
COc1ccc(N2CCN(C(=O)c3cccn4c(=O)c5ccc(Cl)cc5nc34)CC2)cc1
  ·, 9%, ·, ·, -14%, ·, 20
COc1ccc2c(c1)c(CC(=O)OCC(=O)O)c(C)n2C(=O)c1ccc(Cl)cc1
  ·, 2%, ·, 0%, -56%, ·, 8
COCc1ccc2c(c1)c(OC(C)(C)C(=O)NCCN(C)C)nn2Cc1ccccc1
  -1%[172 µM], 2%[87.6 µM], -27%[172 µM], i, 9%[87.6 µM], 89µM*, 8
CC(=O)Nc1ccc(NS(=O)(=O)c2ccc(Cl)s2)cc1
  ·, 7%, ·, ·, 13%, ·, -28*
O=C(CC(F)(F)F)N1CCC(c2noc(-c3ccccc3)n2)C1 (centres undefined)
  0%, 3%, -3%, i, -2%, -16%, -6
CCOC(=O)C1CCCN(S(=O)(=O)c2ccc3c(c2)N(C)C(=O)CC(=O)N3C)C1 (centres undefined)
  ·, 4%, ·, ·, -9%, ·, 8
CC(=O)N1CCC(Oc2ccc(Cl)cc2C(=O)NCC(C)c2ccccc2)CC1 (centres undefined)
  2%, -8%, -28%, i, 9%, -23%, -6

No enrichment for hits. About 7.8% of those tested had a hit in this group.
